APP 5'UTR act: activators of APP 5'UTR luciferase reporter, primary screen, SH-SY5Y cells; SH-SY5Y APP 5'UTR luciferase reporter, luminescence; zero percent = DMSO vehicle wells; activation, % at 2 µM; 190,000 tested, 1% active; AID 1276, 2008;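 active means activation above a set limit, based on mean plus 3 SD of controls, cut at about 140% in these data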; further: values of inactives mirror those of a sister screen read the other way
NF-kB expr up: activators of NF-kB expression in neurons, primary screen, cell-based, HTS. human neuronal cells, NF-kB reporter expression; hits give high values. AID 1239, 2008. 190,000 tested, 1.6% active. fold change at 12.5 µM; in the data active means fold change above about 3.3
FLuc inh counter: firefly luciferase enzyme inhibitors, primary screen, artefact control for luciferase-based inhibitor screens, biochemical, luminescence, ATPLite; Luciferin 4-monooxygenase (Photinus pyralis), P08659; 10 min; inhibition, % at 10 µM; 200,000 tested, 1.5% active;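 active means inhibition above about 50% when tested at 10 µM, limit read from the data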
TNAP inh hi DEA: human TNAP enzyme inhibitors, primary screen, biochemical, luminescent, high phosphate acceptor level, uHTS; 200,000 tested, 0.03% active; purified TNAP, CDP-star luminescence, 1 M DEA; inhibition, % at 20 µM; Alkaline phosphatase, tissue-nonspecific isozyme (Homo sapiens), P05186;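 active means over 50% inhibition of tissue-nonspecific alkaline phosphatase at 20 µM in the single-dose screen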;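 further: plate controls were DMSO wells for no effect and EDTA-quenched wells as full inhibition for full effect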
Target sequence (P05186 whole entry, looked up): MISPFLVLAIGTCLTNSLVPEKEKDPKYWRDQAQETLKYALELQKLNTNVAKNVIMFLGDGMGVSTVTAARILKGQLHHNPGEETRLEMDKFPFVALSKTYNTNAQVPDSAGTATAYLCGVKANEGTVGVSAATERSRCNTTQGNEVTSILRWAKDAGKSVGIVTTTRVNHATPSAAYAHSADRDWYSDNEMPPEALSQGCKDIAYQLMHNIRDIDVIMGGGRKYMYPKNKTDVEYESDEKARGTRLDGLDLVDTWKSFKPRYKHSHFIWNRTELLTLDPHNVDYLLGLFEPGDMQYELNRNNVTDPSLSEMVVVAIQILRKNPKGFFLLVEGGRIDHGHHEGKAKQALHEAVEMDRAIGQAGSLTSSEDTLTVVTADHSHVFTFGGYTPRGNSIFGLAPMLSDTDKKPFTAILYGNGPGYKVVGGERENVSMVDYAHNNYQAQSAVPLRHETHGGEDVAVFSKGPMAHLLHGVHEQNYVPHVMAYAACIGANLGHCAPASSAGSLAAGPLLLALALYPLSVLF
bIAP activator: bovine intestinal alkaline phosphatase activators, primary screen, biochemical, bovine IAP, CDP-star luminescence | 200,000 tested, 0.17% active | purified bovine IAP, 30 min; hits give high values; fold of DMSO-control signal, blank-subtracted | activation factor at 20 µM | alkaline phosphatase, intestinal [Bos taurus];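 active means activation factor of 2 or more at 20 µM, a signal rise over negative controls twice the positive control's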
FLuc stim CS: FLuc activators, initial screening, artefact control for FLuc-dependent activation tests, biochemical, ATPlite luminescence; Luciferin 4-monooxygenase (Photinus pyralis), P08659; ATPlite luciferase biochemical, 10 min; 0 = ATP-free wells, 1 = DMSO control; activation factor at 10 µM; 200,000 tested, under 10 active;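 active means luciferase activation factor, scaled between plate controls, of at least 2 with compound at 10 µM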
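Assay system: Luciferase/luciferin reagent mix; Medium: PBS as buffer for the ATP substrate; Dosing: test compounds dosed from 2 mM stocks in 100% DMSO; Times: 10 min, room temperature; Signal: luminescence from luciferase reaction; Read-out: luciferase activation; Controls: No-ATP low control, compound-free enzyme-plus-ATP high control.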
PMI act: activators of human PMI, primary screen, biochemical, fluorescence intensity, near-Km mannose 6-phosphate | purified human PMI, coupled resazurin fluorescence, 20 min; hits give high values; 1 = vehicle control, 0 substrate-free wells | activation factor at 20 µM | 190,000 tested, 0.005% active | AID 1214, 2008;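 active means activation factor of 2 or more at 20 µM, relative to plate controls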
Target sequence (P34949 whole entry, looked up): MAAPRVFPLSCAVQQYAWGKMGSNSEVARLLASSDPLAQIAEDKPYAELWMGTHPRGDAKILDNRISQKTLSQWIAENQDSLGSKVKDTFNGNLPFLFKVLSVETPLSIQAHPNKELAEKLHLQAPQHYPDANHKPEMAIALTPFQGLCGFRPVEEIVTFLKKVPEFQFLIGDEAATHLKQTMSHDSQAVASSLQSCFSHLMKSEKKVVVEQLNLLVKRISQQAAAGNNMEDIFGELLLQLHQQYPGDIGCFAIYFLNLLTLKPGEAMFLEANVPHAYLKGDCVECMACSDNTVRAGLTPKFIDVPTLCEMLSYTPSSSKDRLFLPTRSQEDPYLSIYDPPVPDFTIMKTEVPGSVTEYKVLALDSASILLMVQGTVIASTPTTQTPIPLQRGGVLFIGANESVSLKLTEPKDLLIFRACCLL
PMI act satM6P: human PMI activators, high substrate, primary screen, biochemical, fluorescence intensity, near-saturating mannose 6-phosphate; 190,000 tested, 0.34% active; activation factor at 20 µM; AID 1216, 2008; coupled PMI enzyme assay, resazurin fluorescence, 20 min; hits give high values; 1 = untreated enzyme, 0 = substrate-free blank; Mannose-6-phosphate isomerase (Homo sapiens), P34949;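 active means activation factor of 2 or more at 20 µM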
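Technique: Diaphorase-driven resazurin-to-resorufin fluorescence, excitation 544, emission 590 nm | Assay system: Human PMI in coupled enzyme assay | Times: Enzyme reaction with compound 20 min at room temperature | Medium: HEPES-buffered pH 7.4 with magnesium and detergent | Reagent: Mannose-6-phosphate 1.0 mM (near-saturating) plus 0.22 mM NADP+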
TNAP act hi DEA: TNAP activators at high phosphate acceptor level, primary screen, biochemical, luminescence, uHTS; Alkaline phosphatase, tissue-nonspecific isozyme (Homo sapiens), P05186; purified TNAP, CDP-star luminescence, 1 M DEA, 30 min; hits give high values; 0 = EDTA background, 1 = DMSO-only activity; activation factor at 20 µM; 200,000 tested, under 10 active; AID 1136, 2008;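 active means activation factor at least 2 at 20 µM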
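Test system – human TNAP · Doses – 20 µM single point · Incubation – 30 min, room temperature · Signal – luminescent substrate turnover signal · Read-out basis – activation factor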
TNAP inh no acc: human TNAP enzyme inhibitors, primary screen, biochemical, luminescent, no phosphate acceptor, uHTS. Alkaline phosphatase, tissue-nonspecific isozyme (Homo sapiens), P05186. purified TNAP, CDP-star luminescence, 30 min. inhibition, % at 20 µM. 200,000 tested, 0.26% active;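 active means tissue-nonspecific alkaline phosphatase inhibition above about 50% at 20 µM in the single-dose screen, limit read from the data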;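 further: 0% = DMSO negative control and 100% = EDTA positive control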
Numbers without * were called inactive; x = no result given.

SMILES	APP 5'UTR act	NF-kB expr up	FLuc inh counter	TNAP inh hi DEA	bIAP activator	FLuc stim CS	PMI act	PMI act satM6P	TNAP act hi DEA	TNAP inh no acc
Cc1ccsc1C(=O)OCC(=O)NC1CCS(=O)(=O)C1 (configuration not stated)	-4	1.3	-6	-4	0.8	1.1	1	1.1	1	-15
O=C(c1ccc(Cl)c(S(=O)(=O)N2CCCC2)c1)N1CCN(c2ccccn2)CC1	-6	0.79	-1	9	1.1	1	1	1	0.9	-10
COc1ccccc1/C=N\Nc1cc(C)nc(-n2nc(C)cc2C)n1	-3	1.1	-4	0	0.9	1	0.8	0.9	1	-11
O=Cc1c(Sc2ccccn2)nc2ccccn2c1=O	-17	1.6	-8	-1	1.4	1.1	1.1	1	1	-2
O=C(CC1COc2ccccc2O1)Nc1ccccn1 (configuration not stated)	14	1.3	-4	1	0.9	1	0.9	0.9	1	-4
CC(C)CC(C(=O)Oc1ccc2c3c(c(=O)oc2c1)CCC3)N1C(=O)c2ccccc2C1=O (configuration not stated)	-1	1.1	-5	-1	0.9	1.1	0.8	0.8	1	-3
O=C(O)CCCc1nc(-c2ccccc2)no1	8	1.3	-3	-5	0.9	1	1	0.9	1.1	-12
Cn1c(=O)n(-c2ccccc2)c(=O)c2c3c(sc21)COC(C)(C)C3	1	0.97	-9	-8	0.9	1.1	1.2	1	1.1	0
Cc1cccc(OCCC(=O)Nc2nnc(C)s2)c1	4	1.2	-2	0	1	1	0.9	0.9	1	1
CCCn1c(SC(C(=O)Nc2cc(C)ccc2OC)c2ccccc2)nc2ccccc2c1=O (configuration not stated)	17	1.1	1	10	1.3	1	0.9	0.9	0.9	-18
NS(=O)(=O)c1ccc(NC(=O)CSc2nc3ccccc3n2-c2ccccc2)cc1	5	0.98	-6	-2	0.9	1.1	0.8	0.9	1	-2
COc1ccc(C2CC(c3ccc(C)o3)=NN2C(C)=O)cc1 (configuration not stated)	12	2.1	-6	-7	0.8	1.1	0.8	1	1.1	-12
O=C1CCCN1CN(C(=O)c1ccccc1)c1ccc(F)cc1	-6	1.1	-11	-5	1	1.1	1	0.9	1.1	-1
COc1ccc(-c2[nH]n(-c3ccc([N+](=O)[O-])cc3)c(=O)c2C=NCc2ccncc2)cc1	6	0.87	-7	-2	1.1	1.1	1	1.1	1	18
O=C(NCc1cccs1)c1cccn2c(=O)c3sccc3nc12	14	0.91	-5	2	1	1.1	0.9	1	1	-3
Cc1cc(C(=O)NCc2ccc3c(c2)OCO3)n(-c2ccccc2)n1	1	0.98	-5	-8	0.9	1.1	1	1	1.1	-13
O=C(O)c1ccc(-n2nnnc2Oc2cccc3cccnc23)cc1	-19	1.2	4	-6	0.8	1	1	1	1.1	-1
Cc1ccc(CN2CN(S(=O)(=O)c3cccs3)c3nc4ccccc4nc32)cc1	6	6.4*	3	1	1	1	1.2	1.4	1	1
CC1(C)OC(=O)CC1C(=O)NCc1ccccc1 (configuration not stated)	-4	1.2	-4	-5	0.9	1	0.9	1	1	-10
CCN(CC)c1ccc(NC(=O)COC(=O)c2cccs2)cc1	x	1.1	4	-9	0.9	1	0.9	1	1.1	-5
COc1ccc(OC)c(S(=O)(=O)N2CCC(C(=O)NCCc3ccc(OC)c(OC)c3)CC2)c1	-10	1	-6	-3	1.1	1.1	1	1	1	-5
CCc1nnc(NC(=O)c2nc3nccc(C)n3n2)s1	4	1.1	-2	0	1.1	1	1	1.1	1	-2
O=C(c1cccc(C(F)(F)F)c1)N1CCC(O)(CS(=O)(=O)Cc2ccccc2)CC1	-10	0.88	0	0	1.1	1	1	1	1	-8
Cc1ccc(-n2nc(-c3cccnc3)cc2C(=O)N2CCOCC2)c(C)c1	-13	0.96	-9	-6	1	1.1	1	1.1	1.1	-13
O=C(NC1CCCC1)C1C2C=CC3(CN(Cc4cccs4)C(=O)C13)O2 (configuration not stated)	-2	1.1	-6	-6	0.8	1.1	1	0.9	1.1	-16
(further entries)
SMILES	APP 5'UTR act	NF-kB expr up	FLuc inh counter	TNAP inh hi DEA	bIAP activator	FLuc stim CS	PMI act	PMI act satM6P	TNAP act hi DEA	TNAP inh no acc
O=C(N/C(=C/c1ccc2c(c1)OCO2)C(=O)N1CCOCC1)c1cccs1	-3	0.99	-5	1	1	1.1	1	1	1	-6
OCCCNc1c2c(nc3cc(-c4ccc(Cl)cc4)nn13)CCC2	26	x	8	1	1	0.9	0.9	1	1	-2
Clc1ccc2nc(C3CCN(Cc4nnnn4C4CCCCC4)CC3)[nH]c2c1	-13	0.75	-1	0	0.9	1	1	1	1	-1
O=C(c1ccc(-c2ccccc2)cc1)N1CCN(C(=O)c2ccco2)CC1	6	0.91	-1	-3	1.1	1	1	1	1	-8
CN(C(=O)c1ccncc1)c1nnc(-c2ccccn2)s1	19	1.8	4	-3	1	1	1	1.1	1	-10
CCOc1cccc(C(=O)Nc2cccc(C(=O)NCC(C)C)c2)c1	4	0.85	-10	-5	0.9	1.1	0.9	1	1.1	-3
O=C(Nc1ccccc1)N1CCCC(c2nc(-c3cccs3)no2)C1 (configuration not stated)	-10	1.3	2	-2	0.9	1	1	1	1	-6
O=c1c2ccccc2nc(SCc2ccccc2F)n1C1CCCC1	-2	1.4	-1	-4	0.8	1	0.8	0.9	1	-8
CN(C(=O)c1ccc(OC2CCN(CCc3ccccc3)CC2)cc1)C1CCCCC1	1	1.5	-1	-4	1.1	1	x	x	1	-7
CC(C)CN(C(=O)CN1CCOCC1)c1c(N)n(CC(C)C)c(=O)[nH]c1=O	20	1	-5	-2	0.9	1.1	1	1	1	-8
Nc1nc(SCc2ccccc2)ns1	9	1.5	-1	-5	0.8	1	1	1	1.1	-13
CN1C(=O)CC(C(=O)O)SC1=Nc1cc(Cl)c(O)c(Cl)c1 (configuration not stated)	-12	1.2	-8	-3	1	1.1	1	1.1	1	-9
O=C(C1CCN(c2nnnn2-c2ccccc2)CC1)N1CCN(c2ccccc2)CC1	4	0.98	-11	-10	0.9	1.1	0.9	0.9	1.1	-10
CSc1ccccc1NC(=O)COC(=O)Cc1cccs1	25	1.2	-3	-6	1	1	0.9	0.9	1.1	-10
CCOC(=O)c1c(NC(=O)c2ccc(Br)o2)sc2c1CCCC2	31	1	-9	-9	0.9	1.1	0.9	0.9	1.1	-11
COCCNC(=O)NC(=O)CN1CCCc2ccccc21	0	1.3	-3	-3	1.1	1	1	0.9	1	-11
Cc1cc(C(F)F)nn1CC(=O)Nc1cc([N+](=O)[O-])ccc1F	1	1.2	-8	-4	0.9	1.1	0.9	0.9	1	-8
N#C/C(=C\c1ccc(F)c(F)c1)C(=O)NC1CCCCC1	-13	1.4	-5	-1	1	1.1	0.9	0.9	1	-6
CCOC(=O)C1CCN(C(c2cc3c(C)ccc(C)c3[nH]c2=O)c2nnnn2C2CCCCC2)CC1 (configuration not stated)	-9	0.56	-2	1	1	1	0.9	1	1	-2
CCOc1cc(/C=N/NC(=O)C(=O)NC2CC2)cc(Br)c1O	-4	1.1	-4	0	0.9	1	0.8	0.8	1	-2
O=C(COc1ccccc1O)NNc1ccccc1	4	1.3	-5	-5	1.1	1.1	1.1	1.1	1	-19
Cc1c(-c2ccccc2)sc(N)c1C(=O)N1CCOCC1	8	0.95	-3	1	0.8	1	0.8	0.8	1	-8
COc1ccc(N=Nc2[nH]c3ccc(C)cc3c2O)cc1	19	1.2	-3	10	1	1	1.3	1.2	0.9	4
COCc1c(C(=O)NC2CCCCCC2)oc2ccccc12	-5	1.5	5	2	0.9	1	0.9	0.9	1	-2
CCOc1ccc(C(=O)NC(=S)Nc2ccc(NC(=O)C(C)C)cc2)cc1[N+](=O)[O-]	-4	1.1	-4	0	0.8	1	1	1	1	0
Continued.
SMILES	APP 5'UTR act	NF-kB expr up	FLuc inh counter	TNAP inh hi DEA	bIAP activator	FLuc stim CS	PMI act	PMI act satM6P	TNAP act hi DEA	TNAP inh no acc
O=c1c2ccccc2c(-c2n[nH]c(=S)o2)nn1Cc1ccccc1	16	1.4	1	0	1.1	1	1.5	1.7	1	1
O=C1NC(c2cccs2)C(C(=O)c2ccccc2)C(O)(C(F)(F)F)N1 (configuration not stated)	1	1.2	-11	-8	0.8	1.1	1	1	1.1	-5
COc1ccccc1N(CC(=O)NCc1cccnc1)S(C)(=O)=O	7	1.3	-5	-4	0.9	1	0.9	1	1	16
COc1ccccc1/C=C/C(=C1/C(=O)N(c2ccccc2)N=C1C)c1ccc(C)cc1	4	0.99	-4	15	0.9	1	0.9	1	0.8	12
O=c1c2c3c(sc2nc2sc(CN4CCOCC4)cn12)CCCC3	-5	1.5	0	-2	1.1	1	0.8	0.9	1	-1
Cc1cc(C)cc(OCC(=O)NC2=NCCS2)c1	1	1.4	-9	-5	0.8	1.1	0.9	0.9	1.1	-9
Cc1nc2c(-c3ccc(Cl)cc3)c(C)[nH]n2c(=O)c1Cc1ccccc1	-42	0.56	-4	-6	0.9	1	0.9	1.1	1.1	-17
COc1ccc(N2CCN(C(c3ccccc3OC)c3nnnn3C3CCCC3)CC2)cc1 (configuration not stated)	3	0.73	-6	-6	1.1	1.1	1.2	0.9	1.1	-8
COc1ccc(OC)c(NS(=O)(=O)c2cc(OC)ccc2OC)c1	-3	1	-7	-2	0.9	1.1	0.9	1	1	-1
CCOc1ccc(Nc2cc(=O)oc3ccccc23)cc1	-10	1.4	-3	1	1	1	1	1.1	1	-1
COc1ccc2oc(C)c(C(=O)NN)c2c1	x	1.2	-6	-5	0.8	1.1	1	1.1	1.1	-5
CCCc1nc2ccccc2[nH]1	2	0.99	-2	-5	0.9	1	0.9	1	1	-15
Cn1c(=O)c2cc(S(=O)(=O)NCCC(=O)N3CC=C(c4ccccc4)CC3)ccc2n(C)c1=O	-27	1.2	-7	-3	1.1	1.1	0.9	0.8	1	-7

A second format for two compounds above.
O=C1NC(c2cccs2)C(C(=O)c2ccccc2)C(O)(C(F)(F)F)N1 (configuration not stated)
  APP 5'UTR act: 1
  NF-kB expr up: 1.2
  FLuc inh counter: -11
  TNAP inh hi DEA: -8
  bIAP activator: 0.8
  FLuc stim CS: 1.1
  PMI act: 1
  PMI act satM6P: 1
  TNAP act hi DEA: 1.1
  TNAP inh no acc: -5

COc1ccccc1N(CC(=O)NCc1cccnc1)S(C)(=O)=O
  APP 5'UTR act: 7
  NF-kB expr up: 1.3
  FLuc inh counter: -5
  TNAP inh hi DEA: -4
  bIAP activator: 0.9
  FLuc stim CS: 1
  PMI act: 0.9
  PMI act satM6P: 1
  TNAP act hi DEA: 1
  TNAP inh no acc: 16

Screening results deposited in PubChem BioAssay by several laboratories.
